# MITF TRPM1 HTS: activators of MITF-driven TRPM1 promoter reporter, primary screen, cell-based, SK-MEL-5, luciferase, single point; hit rate 0.75% among 300,000; activation, % at 12.5 µM; SK-MEL-5 TRPM1-promoter luciferase, 24 h; % of positive control, neutral wells = 0;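 active = mean activation of at least 80% with every replicate also reaching 80%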;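 note: 0% = neutral control wells and 100% = parthenolide positive control wells; values of inactives mirror those of a sister screen read the other way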
# NSD2 inh: NSD2 histone methyltransferase inhibitors, primary screen, biochemical, AlphaScreen, single concentration, set 2. inhibition, % at 12.5 µM. AID 743445, 2014. Histone-lysine N-methyltransferase NSD2 (Homo sapiens), O96028. hit rate 0.54% among 310,000. NSD2 peptide methylation, 120 min; in the data active = inhibition above about 50%
# PfHsp90 set2: growth inhibition of PfHsp90-expressing yeast, primary screen, antimalarial PfHsp90 inhibitor project, S. cerevisiae, BacTiter-Glo luminescence, single point, set 2; inhibition, % at 9.4 µM; hit rate 0.32% among 310,000; AID 504621, 2011; BacTiter-Glo ATP, 48 h; yeast lacking PDR1 and PDR3 efflux regulators;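 active = every replicate shows inhibition above about 80%, whatever the replicate mean, limit read from the data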;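 note: 0% = DMSO neutral controls and 100% = 20 µM radicicol positive controls; yeast relying on Plasmodium falciparum Hsp90 in place of its own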
# SR-BI uptake up: activators of SR-BI mediated DiI-HDL uptake, primary screen, ldlA[mSR-BI] CHO cells, DiI fluorescence; 3 h; 100 = double the neutral-control signal; activation, % at 12.5 µM; hit rate 0.096% among 320,000; AID 504775, 2011;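 active = mean replicate activation of at least 60% and every replicate at or above 60%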;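 note: 0% = median plate neutral-control signal and 100% = twice that signal; values of inactives mirror those of a sister screen read the other way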
#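 Material: SR-BI-overexpressing, LDLR-lacking CHO cells | Dosing: Single compound concentration, delivered by pin transfer | Probe or stimulus: Labelled HDL, 10 µg/mL | Signal: Bottom-read cell fluorescence after medium removal, ex 550/em 595 nm | Schedule: 3 h, 37 °C | Evaluation: HDL uptake via cellular fluorescence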
# PvdQ acylase: P. aeruginosa PvdQ acylase inhibitors, primary screen, biochemical, fluorescence, plate reader and imaging, single point | PvdQ acylase [Pseudomonas aeruginosa LESB58] | purified PvdQ acylase | inhibition, % at 10 µM | hit rate 0.063% among 340,000; in the data active = inhibition above about 30%, passing the limit was not always enough;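 note: 0% = vehicle neutral wells and 100% = reference inhibitor wells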
# CAL PDZ FP-1: CAL PDZ peptide-binding inhibitors, primary screen, biochemical, fluorescence polarization, Cer-tagged CAL PDZ, HTS. inhibition, % at 20 µM. hit rate 0.02% among 330,000. AID 504414, 2011. purified CAL PDZ, TMR-peptide fluorescence polarization, 1 h. Golgi-associated PDZ and coiled-coil motif-containing protein (Homo sapiens), Q9HD26;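 active = highest replicate inhibition of at least 40%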;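 note: plate controls were DMSO neutral control wells for no effect and unlabeled competitor peptide control wells for full effect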
#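 material = purified tagged CAL PDZ domain construct (CerCALP) | buffer or medium = sodium phosphate/NaCl buffer pH 7.4 with TCEP, IgG, Thesit | reagent = TMR-labelled reporter peptide T*-PRC34 bound in PDZ groove | incubation = 1 h room-temperature incubation prior to read | measured by = fluorescence polarization (mP) | evaluation = percent inhibition from loss of millipolarization | control set = unlabelled peptide and DMSO controls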
# CAL PDZ FP-2: untagged CAL PDZ binding inhibitors, primary screen, biochemical, fluorescence polarization, HTS; Golgi-associated PDZ and coiled-coil motif-containing protein (Homo sapiens), Q9HD26; purified CAL PDZ, TMR-peptide fluorescence polarization, 1 h; inhibition, % at 24.9 µM; hit rate 0.92% among 300,000; AID 602252, 2012;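 active = mean inhibition of at least 30% with at least half of replicates also reaching 30%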;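 note: 0% = DMSO neutral control and 100% = excess unlabeled competitor peptide PRC23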
# dFosB act: activators of delta FosB homodimer, primary screen, biochemical, fluorescence polarization, TAMRA-CDK5 oligo, single point; Protein FosB (Mus musculus), P13346; purified delta FosB; percent of positive-control signal above neutral wells; activation, % at 25 µM; hit rate 0.99% among 340,000; AID 493131, 2011;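 active = mean activation above about 17%, with every replicate also reaching it, limit read from the data, passing the limit was not always enough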;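 note: fluorescence polarization rise as delta FosB binds a TAMRA Cdk5 AP-1 oligo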
# Target sequence (P13346 whole entry, looked up): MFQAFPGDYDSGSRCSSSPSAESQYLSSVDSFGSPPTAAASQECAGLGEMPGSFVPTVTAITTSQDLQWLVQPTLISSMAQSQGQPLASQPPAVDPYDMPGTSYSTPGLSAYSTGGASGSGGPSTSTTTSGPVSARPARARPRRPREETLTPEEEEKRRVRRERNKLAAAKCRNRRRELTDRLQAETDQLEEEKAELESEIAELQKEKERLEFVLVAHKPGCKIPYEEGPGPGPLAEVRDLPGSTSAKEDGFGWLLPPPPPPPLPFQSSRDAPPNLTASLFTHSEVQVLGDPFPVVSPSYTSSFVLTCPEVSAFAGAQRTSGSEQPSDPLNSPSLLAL
# SR-BI DiI inh: inhibitors of SR-BI mediated HDL lipid uptake, primary screen, ldlA[mSR-BI] cells, fluorescence, single point; ldlA[mSR-BI] CHO cells, DiI-HDL uptake fluorescence, 3 h; inhibition, % at 12.5 µM; hit rate 0.96% among 320,000;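 active = mean replicate inhibition of at least 70% and a set share of replicates each scoring 70 or more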;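 note: 0% = median of neutral control wells and 100% = median of positive control wells; values of inactives mirror those of a sister screen read the other way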
# Rtt109 HAT inh: inhibitors of C. albicans Rtt109/Vps75 HAT, primary screen, biochemical, ThioGlo CoA-SH fluorescence, plate reader; AID 540336, 2011; purified Rtt109/Vps75, 4 h; hit rate 0.16% among 330,000; inhibition, % at 34.9 µM;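 active = inhibition of at least 50% in every replicate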
# Target sequence (Q5AAJ8 whole entry, looked up): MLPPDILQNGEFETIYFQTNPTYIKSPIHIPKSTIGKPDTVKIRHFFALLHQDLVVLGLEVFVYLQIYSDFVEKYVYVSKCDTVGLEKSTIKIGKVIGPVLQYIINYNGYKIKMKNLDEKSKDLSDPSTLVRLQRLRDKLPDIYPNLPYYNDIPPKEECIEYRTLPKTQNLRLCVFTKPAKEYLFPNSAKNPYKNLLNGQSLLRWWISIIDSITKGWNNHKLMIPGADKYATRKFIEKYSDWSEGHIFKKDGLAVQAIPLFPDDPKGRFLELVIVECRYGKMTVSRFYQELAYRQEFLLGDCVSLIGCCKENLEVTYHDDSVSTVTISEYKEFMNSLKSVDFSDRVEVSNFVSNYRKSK
# Numbers without * were called inactive; / = no result given; & = joins results of further samples.
SMILES,MITF TRPM1 HTS,NSD2 inh,PfHsp90 set2,SR-BI uptake up,PvdQ acylase,CAL PDZ FP-1,CAL PDZ FP-2,dFosB act,SR-BI DiI inh,Rtt109 HAT inh
Cc1ccc(-n2c(C)cc3c2CCCC3=O)cc1,-5.5,9.6,-12.1,-12.3,1.6,-3.2,-0.4,-6.8,12.3,8.0
CCCNC(=O)CN1C(=O)NC(c2ccccc2)(c2ccccc2)C1=O,-12.3,-0.8,16.0,15.4,3.5,-2.8,1.6,-4.8,-15.4,3.2
CCCCN(C)CCNC(=O)c1c[nH]c2ccc(S(=O)(=O)N(CC)CC)cc2c1=O,1.5,8.3,2.4,28.1,-3.3,-2.6,/,-16.8,-28.1,1.8
CC1(C)CC(NC(=O)c2ccc(Cl)c(S(=O)(=O)N(Cc3ccccc3)c3ccccc3)c2)CC(C)(C)N1,-91.2,6.7,-19.0,96.6*,-17.6,-3.5,-8.6,-98.1,-96.6,0.1
O=C(NCc1ccco1)c1nc(-c2ccc(F)cc2)no1,-1.3,-1.5,-0.2,26.9,-13.6,-3.7,-4.5,-6.3,-26.9,-3.6
CCOc1ccccc1CN1CCNC(=O)C1CC(=O)N(C)Cc1nonc1C (configuration not stated),-2.8,/,21.2,-3.8,-13.3,0.0,/,-9.5,3.8,6.9
COc1cc(C(=O)Nc2ccc(C)c(S(=O)(=O)N(C)C)c2)ccc1OCC(=O)N1CCOCC1,29.7,-0.2,31.0,-67.9,8.1,-2.0,-1.9,-5.4,67.9,10.7
O=C(Nc1cccnc1)c1cccc(-c2cc3ccccc3oc2=O)c1,-4.7,1.2,22.3,-3.0,-8.2,-2.9,-6.9,46.2*,3.0,-12.1
Cc1occc1C(=O)NNC(=S)NC(=O)COc1ccc(Cl)cc1Cl,6.3,0.7,2.2,5.1,13.2,-3.6,-4.1,-0.4,-5.1,24.9
CS(=O)(=O)N(CC(=O)N1CCCCCC1)c1ccc2c(c1)OCCO2,4.1,-0.8,1.9,-1.6,-8.1,-2.2,-1.9,1.1,1.6,-1.6
CC1CCCCC1NC(=O)COC(=O)c1ccc([N+](=O)[O-])o1 (configuration not stated),-7.8,/,-13.5,6.8,4.0,-3.2,-3.4,-6.2,-6.8,5.3
O=C(CCCOc1ccc(Cl)cc1Cl)NCCCn1ccnc1,0.2,-2.1,15.3,-0.2,-17.2,-2.0,-1.7,-3.8,0.2,-15.4
Nc1ccc(Nc2ccc([N+](=O)[O-])cc2[N+](=O)[O-])cc1,9.6,17.1,6.2,-8.9,-4.2,-0.5,-1.3,-10.6,8.9,-12.6
Fc1ccc(CSc2nnc3ccccn23)c(Cl)c1,30.2,/,/,-0.4,7.1,-2.2,2.1,-5.2,0.4,8.9
Cc1ccc(NC(=S)N(Cc2ccco2)C2CCN(C(C)C)CC2)cc1,5.0,0.5,7.5,11.6,-2.4,-1.0,-2.7,3.5,-11.5,5.0
O=C(c1ccc(Cl)cc1)N1CCN(c2ccc(F)cc2)CC1,-1.2,1.8,102.2*,-14.0,5.3,-1.6,-5.0,1.8,14.0,/
O=C(Nc1ccc(F)cc1)C1CCCN(S(=O)(=O)c2cccc3nonc23)C1 (configuration not stated),0.1,10.3,-81.2,-16.6,-10.2,-2.1,-0.3,14.0,16.6,-2.7
O=C(CNC(=O)c1ccc(Cl)cc1Cl)NCC1CCCO1 (configuration not stated),-5.1,-2.4,-6.3,/,-7.1,-1.4,-3.3,3.0,/,-2.8
COC(=O)C1CC(=O)c2ccsc2C1 (configuration not stated),11.0,-1.1,-4.7,14.9,-12.3,0.3,-3.7,-1.5,-14.9,-11.2
CC(C(=O)Nc1ccccc1Br)N1c2cccc3cccc(c23)S1(=O)=O (configuration not stated),-6.6,-3.2,-14.7,/,4.3,-0.6,/,4.6,-32.9,-2.0
COCCOC(=O)C1=C(C)NC2(O)c3ccccc3C(=O)C12O (configuration not stated),-4.2,14.2,33.0,8.0,-7.4,-1.8,0.6,-11.8,-8.0,-17.6
CCC1Oc2ccc(C)cc2N(CC(=O)NCCCN2CCCCC2CC)C1=O (configuration not stated),-2.9,-0.2,10.6,5.9,-6.1,-0.9,1.4,2.8,-5.9,-3.9
Cc1nc(NC(=O)/C=C/c2ccccc2)sc1C(=O)N(C)C,35.0,33.9,12.2,-7.7,7.8,-1.4,10.8,-4.5,7.7,-2.3
Cc1cc(=O)oc2cc(OCc3ccc(C(=O)N4CCN(c5ccccc5)CC4)cc3)ccc12,8.2,-2.3,22.2,-20.1,-6.8,-1.6,-3.3,-11.2,20.1,1.9
Cc1cc(=O)c(C(=O)O)nn1-c1ccc(Cl)cc1,-4.5,/,8.8,7.9,-4.7,-0.5,-8.3,-8.9,-7.9,-3.4
COc1ccc(Cn2c(=S)[nH]c3ccccc32)cc1,6.3,-1.9,-5.5,-8.6,-5.5,4.1,-4.3,-4.5,8.6,1.1
O=C(c1ccc(COc2ccccc2Cl)o1)N1CCN(Cc2ccc3c(c2)OCO3)CC1,-4.3&-8.8,-0.2&4.5,0.2&2.3,-16.6&-10.4,-3.2&17.0,-1.3&0.4,-0.4&12.6,-2.9&-6.5,16.6&10.4,11.2&2.3
CC1=NN(C(=O)c2ccc(Br)cc2)C(O)(C(F)(F)OC(F)(F)F)C1 (configuration not stated),-8.8,-2.2,64.2,-78.0,-12.7,0.1,-2.7,-6.2,78.0*,-10.3
N#Cc1ccccc1COC(=O)c1ccc(Br)o1,-6.5,-3.3,-6.3,6.0,5.0,-1.6,-1.5,2.4,-6.0,-6.8
COc1ccccc1C(=O)N/C(=C\c1cn(C)c2ccccc12)C(=O)NCCCN1CCOCC1,-21.0,5.7,0.8,-21.8,-11.9,-3.0,-2.2,-1.4,21.8,7.3
CCOc1ccc(-n2cnc3scc(-c4ccc(OC)c(OC)c4)c3c2=O)cc1,-11.0,2.3,/,-21.8,-9.5,-0.6,13.7,-3.1,21.8,6.3
COc1cc(NC(=S)NCCSc2ccc(C)cc2)cc(OC)c1,6.9,0.1,-20.8,28.4,-9.6,-0.7,-1.2,3.1,-28.4,-0.4
COC(=O)c1ccc(CSc2nnc(Nc3ccc(OC)cc3)s2)o1,-7.1,-44.0,-9.0,/,-10.6,-2.3,-3.0,-6.4,/,4.9
CCc1ccccc1NC(=O)Cn1nnc(C(=O)NCc2cccs2)c1N,-17.7,-7.0,0.8,21.5,-8.8,-0.5,-4.1,39.8*,-21.5,-5.5
Cc1ccc(C)c(S(=O)(=O)N2CCCC2CNC(=O)C(=O)NC2CCCCCC2)c1 (configuration not stated),0.7,-2.0,/,-30.8,-7.9,-3.1,-2.6,-12.1,30.9,0.7
CCOC(=O)CNC(=O)Cn1cnc2c(nnn2-c2ccc(C)cc2)c1=O,-8.8,17.0,-27.4,7.4,-10.4,-2.6,-5.0,-0.6,-7.4,2.0
Cc1ccc(S(=O)(=O)N2CCC(C(=O)OCc3ccccc3)CC2)cc1C,0.2,-3.3,1.4,23.6,0.8,-0.4,5.5,-5.6,-23.6,-0.9
CCc1ccc(NC(=O)Cn2nc(C)n3cccc3c2=O)cc1,10.2,-0.5,24.2,/,-9.4,-2.3,2.2,-7.7,20.2,-7.7
Cc1cccn2c(CNCCSc3nccn3C)c(C(=O)N3CCCCC3)nc12,6.4,-0.8,-13.3,/,-8.9,-1.7,-6.8,-15.6,/,0.0
COc1cc(/C=N/NC(=O)CCC(=O)NCc2ccccc2)cc(OC)c1OC,-3.8,2.6,-12.9,-24.4,-13.4,-0.5,-4.0,-11.0,24.5,-2.4
CCn1c2ccccc2c2cc(/C=N/n3c(C)nnc3C)ccc21,-6.1,4.7,-7.2,-13.8,-2.1,-1.9,-5.3,-1.5,13.8,-41.5
Cc1[nH]nc2c1C(=O)CC(C)(C)C2,-0.2,3.1,4.0,28.8,1.4,-0.5,-1.4,-2.4,-28.8,-11.3
COc1cccc(C(=O)NCc2ccccc2OC)c1,-4.0,0.3,0.8,-6.2,-0.6,-2.9,0.6,-11.5,6.2,2.1
O=C(Nc1ccccc1)N(CCc1ccncc1)C1CCCCC1,7.6,/,-21.7,1.9,-6.8,-0.4,/,-7.7,-1.9,2.0
CCN1CCN(C(=O)C(C)N(c2ccc(C)cc2)S(C)(=O)=O)CC1 (configuration not stated),-4.7,0.6,0.6,11.4,-13.2,0.0,/,-2.8,-11.4,-11.5

# Just MITF TRPM1 HTS, SR-BI uptake up and dFosB act, for 2 of the compounds above:
Compound | MITF TRPM1 HTS | SR-BI uptake up | dFosB act
COc1cc(NC(=S)NCCSc2ccc(C)cc2)cc(OC)c1 | 6.9 | 28.4 | 3.1
COC(=O)c1ccc(CSc2nnc(Nc3ccc(OC)cc3)s2)o1 | -7.1 | / | -6.4

# Later entries.
SMILES,MITF TRPM1 HTS,NSD2 inh,PfHsp90 set2,SR-BI uptake up,PvdQ acylase,CAL PDZ FP-1,CAL PDZ FP-2,dFosB act,SR-BI DiI inh,Rtt109 HAT inh
Cc1ccc(NS(=O)(=O)c2c(C)[nH]c(=O)[nH]c2=O)cc1F,-8.2,-3.3,-2.6,19.9,-20.4,0.2,-3.0,-3.3,-19.9,10.1
Cc1ccccc1C(=O)NC1CCN(C(=O)Nc2ccccc2Cl)CC1,-7.2,0.4,-12.4,2.4,3.7,-0.4,5.4,-2.1,-2.4,-4.3
COc1cccc(/C=C/C(=O)OCC(=O)c2c(N)n(C)c(=O)n(C)c2=O)c1,9.5,-1.6,-7.5,0.1,6.9,-0.2,-3.8,-5.9,-0.1,5.6
COc1cc(C(=O)NCCCC2CCCC2)ccc1OC1CCN(C(C)=O)CC1,-1.8,-0.5,5.5,-30.6,-6.2,-2.9,-2.7,-6.5,30.6,4.8

# 2 entries from above, with two lines to a compound:
# Second line of a record – MITF TRPM1 HTS | NSD2 inh | PfHsp90 set2 | SR-BI uptake up | PvdQ acylase | CAL PDZ FP-1 | CAL PDZ FP-2 | dFosB act | SR-BI DiI inh | Rtt109 HAT inh
CC1=NN(C(=O)c2ccc(Br)cc2)C(O)(C(F)(F)OC(F)(F)F)C1 (configuration not stated)
  -8.8 | -2.2 | 64.2 | -78.0 | -12.7 | 0.1 | -2.7 | -6.2 | 78.0* | -10.3
N#Cc1ccccc1COC(=O)c1ccc(Br)o1
  -6.5 | -3.3 | -6.3 | 6.0 | 5.0 | -1.6 | -1.5 | 2.4 | -6.0 | -6.8
